Screening data: PubChem, several laboratories
T cell HTS: T cell immune modulation candidate | 2C CD8+ T cell-vesicle binding, flow cytometry; active compounds read low | calls only at 7 µM | hit rate 0.068% among 330,000;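 active = response, share of CD8 T cells binding vesicles, and their 90th percentile fluorescence all below set limits, cut at about 80% in these data, passing the limit was not always enough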
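Material: 2C TCR transgenic mouse naive CD8+ T cells, MACS-purified. Also added: QL9-charged Drosophila Ld/ICAM-1/B7-1 vesicles. Timing: binding 1.5 h at 37 °C. Measured by: high-throughput flow cytometry with anti-B7-1 and anti-CD8 staining. Read-out: percent CD8+ FL2 mean versus row control. Controls: Unloaded micro-vesicles (low), QL9 vesicles with 0.7% DMSO (high).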
Autophagy mod: autophagy modulation, high-content screen; MEF GFP-LC3 puncta imaging; test concentration mostly 10 µM; calls only at 10 µM (by protocol); hit rate 0.98% among 190,000;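 active = percentage of spot-positive cells more than 3 SD above its plate mean, without a fluorescence outlier flag or 80% toxicity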;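 note: spot-positive cell cutoff set from DMSO-treated cells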
Lipid droplet: modulators of hepatic lipid droplet formation. AML12 mouse hepatocytes, oleate lipid droplets, BODIPY imaging. inhibition, % at 6.5 µM. hit rate 0.4% among 240,000. AID 1656;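 active = lipid droplet intensity inhibited by at least 50%, with more than 500 cells counted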
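material = mouse AML12 hepatocyte cell line, fixed after treatment | also added = 100 µM oleic acid challenge | doses = compound at 6.5 µM only | schedule = overnight exposure | technique = Image-based BODIPY and DAPI two-channel analysis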
ER stress rescue: protection against thapsigargin-triggered cell killing – 384-well, CSM14.1, ATP luminescence, primary screen (AID 1222); CSM14.1 thapsigargin-induced death rescue, ATP luminescence; higher % means a stronger effect; one-dose cellular ATP content (survival), % at 20 µM; EC50 in µM for titrated hits; 190,000 tested, under 10 active;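 active = EC50 below 50 µM in the dose-response confirmation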;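 note: death triggered by thapsigargin at about 15 µM added after 2 h compound pretreatment; cell ATP read after overnight thapsigargin exposure of roughly 18 to 22 hours; normalized against plate controls of thapsigargin alone and 5% DMSO vehicle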
Ins promoter up: MIN6 insulin promoter up-regulation. MIN6 insulin promoter-GFP reporter, high-content imaging; active compounds read high. z-score at 5 µM. hit rate 0.3% among 190,000;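 active = z-score above 3 at 5 µM with at least 500 cells counted in the well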
Dynein cargo inh: blocks dynein driven cargo transport along microtubules; 3617.4 mouse cells, GR-EGFP nuclear translocation imaging; test concentration mostly 20 µM; stimulated with dexamethasone, 1 µM; active compounds read low; z-score, hits read low; hit rate 0.47% among 220,000; AID 1381;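 active = plate z-score of nuclear minus cytoplasmic receptor signal below a set negative limit, without overly bright fluorescence or cell loss, cut at about -3.5 in these data, passing the limit was not always enough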;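 note: z-score of nuclear minus cytoplasmic ring GR-EGFP intensity difference per well; some compounds called inactive have numbers as strong as hits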
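Medium: Induction medium lacking tetracycline, stripped serum | Probe or stimulus: 1.0 µM final dexamethasone stimulus | Schedule: 48 h induction, then 1 h compound, then 30 min agonist, 37 °C | Signal: Automated 10x imaging of fixed Hoechst-stained cells | Evaluation: Per-cell GR-EGFP intensity, nucleus versus surrounding cytoplasmic ring, well-averaged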
bCat nuc transl: modulators of beta-catenin nuclear translocation. nuclear translocation activity, % at 5 µM. HeLa beta-catenin nuclear translocation, immunofluorescence imaging. hit rate 0.3% among 190,000;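 active = nuclear translocation activity above 50% at 5 µM, with a well cell count of 50 or more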;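 note: per-cell ratio of nuclear to cytoplasmic median beta-catenin stain intensity; plate controls were DMSO negative control for no effect and GSK-3 inhibitor IX positive control for full effect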
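Signal – beta-catenin immunofluorescence imaging with DAPI · Test system – human HeLa cell line · Dosing – 5 µM primary single dose, 0.1% DMSO, 0.02–20 µM confirmation series · Measure – % activation, nuclear-to-cytoplasmic median beta-catenin signal ratio per cell · Incubation – 24 h compound exposure at 37°C, 5% CO2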
MT stabilizer: microtubule stabilizers in HeLa cells. % tubulin-high responders, % at 10 µM. HeLa tubulin immunostaining HCS, 24 h; share of cells brighter than vehicle mean+2SD. hit rate 0.83% among 200,000. AID 2205;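 active = plate Z-score above 3 for both tubulin-high and condensed-nucleus cell shares, with cell loss under 80%, at 10 µM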;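 note: anti alpha tubulin signal scored within the nucleus-defined area of each cell; some results filed as inactive read as strong as hits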
Salmonella PhoP GFP: PhoP-dependent GFP reporter repression – Salmonella Typhimurium, primary screen (AID 1863) | hit rate 0.16% among 300,000 | S. Typhimurium PhoP-regulated promoter GFP reporter, 4 h; higher % means a stronger effect | inhibition, % at 50 µM; hits with a dose series show IC50 in µM;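 active = inhibition over 29.93%, a cutoff 3 SD above the screen mean, later confirmed by dose response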;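 note: 0% = low Mg2+ inducing control and 100% = high Mg2+ repressing control; strong numbers were not always called active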
Dynein cargo inh cytoplasmic EGFP: further read-out of Dynein cargo inh, marked with its call; z-score; measured here: cytoplasmic GR-EGFP intensity; active compounds read high
Dynein cargo inh nuclear GR-EGFP: also measured in Dynein cargo inh; calls as there; z-score; measured here: nuclear GR-EGFP intensity;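 lower value marks the stronger effect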
Dynein cargo inh cell count: also measured in Dynein cargo inh; calls as there; z-score; measured here: cell count per field
Ins promoter up cell count: further read-out of Ins promoter up, marked with its call; cell count; measured here: cytotoxicity, nuclei count;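 total cells summed across four imaged fields per well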
Lipid droplet cells 6.5 µM: second read-out of Lipid droplet, no call of its own (marks repeat the call); cell count; measured here: cell count, cytotoxicity flag;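 cells counted across two imaged fields per well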
bCat nuc transl cell count 5 µM: also measured in bCat nuc transl; calls as there; cell count; measured here: cell count, cytotoxicity flag
T cell HTS vesicle-bound %: second read-out of T cell HTS, no call of its own (marks repeat the call); double positive events, %; measured here: CD8+ vesicle-bound cell fraction;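 binding gate set so that unloaded-vesicle control wells show 10% double positive cells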
MT stabilizer Hoechst-high %: second read-out of MT stabilizer, no call of its own (marks repeat the call); % Hoechst-high responders; measured here: nuclear condensation Hoechst responders;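 share of cells brighter than vehicle mean plus two SD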
MT stabilizer cytotoxicity %: also measured in MT stabilizer; calls as there; toxicity, %; measured here: cytotoxicity by cell density;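 0% = mean cell density of plate MIN control wells and 100% = no cells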
Autophagy mod cell loss 18 h: recorded beside Autophagy mod, whose call it bears; toxicity, %; measured here: cell loss, nuclei count;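 cell loss after 18 h compound exposure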
Starred values were filed as active, the others as inactive; i = inactive; . = not tested or not shown.

Compound	T cell HTS	T cell HTS vesicle-bound %	Autophagy mod	Autophagy mod cell loss 18 h	Lipid droplet	Lipid droplet cells 6.5 µM	ER stress rescue	Ins promoter up	Ins promoter up cell count	Dynein cargo inh	Dynein cargo inh cytoplasmic EGFP	Dynein cargo inh nuclear GR-EGFP	Dynein cargo inh cell count	bCat nuc transl	bCat nuc transl cell count 5 µM	MT stabilizer	MT stabilizer Hoechst-high %	MT stabilizer cytotoxicity %	Salmonella PhoP GFP
CC1(C(=O)N2CCN(c3ccccc3)CC2)CC1(Cl)Cl (stereo unspecified)	i	20	i	-6	42	685	-2.0%	-0.42	1548	-0.11	-0.061	0.61	-0.17	-4.3	1077	2.8	2.4	8.5	-5%
O=C(O)CCC(=O)Nc1ccc(C(=O)N2CCCCC2)cc1	i	39	i	5	.	.	-1.0%	0.6	1273	-0.49	-0.026	-1	0.33	0.7	1387	2.6	2.2	3.8	0%
Cc1ccc(C(=O)N2CCN(S(=O)(=O)c3ccc(C)cc3)CC2)cc1	i	62	i	38	-36	511	0.6%	-0.17	1431	0.22	1.1	0.28	-0.84	0.5	1548	3.4	1.7	6.4	-4%
Cc1ccc2[nH]c3c(c2c1)SC(C)(C)CC3=O	i	53	i	-2	19	638	-1.7%	0.62	1607	-0.39	-0.34	-0.37	1.1	1.9	1114	5.3	1.4	11	8%
CCOc1ccc(NC(=O)NC23CC4CC(CC(C4)C2)C3)cc1	i	52	i	-8	4	705	-2.8%	.	.	0.78	0.2	0.86	-1.8	-1.8	1113	3.2	2.0	9.7	-1%
CN(Cc1ccccc1)C(=O)CCNC(=O)Cn1cnc2ccccc2c1=O	i	60	i	-8	.	.	-2.0%	-0.19	1595	-0.65	-0.11	-0.13	0.9	2.7	1356	2.4	4.5	8.0	11%
Cc1ccc(-n2cc(CN3CCN(C(=O)c4ncn[nH]4)CC3)c(-c3ccc(F)cc3)n2)cc1	i	36	.	.	9	762	.	0.5	1118	2.1	-0.22	1	-2.1	-1.3	1361	.	.	.	-3%
CC(=O)c1c(C)oc2ccc(N(C(=O)C3CCCCC3)S(=O)(=O)c3cc([N+](=O)[O-])ccc3C)cc12	i	43	i	2	6	641	2.0%	-0.94	1383	0.83	0.23	0.57	-1.5	0.2	1137	3.1	2.4	4.4	5%
CC(=O)N1CN(C2CCS(=O)(=O)C2)Cc2c1sc1c2CCCC1 (stereo unspecified)	i	18	i	-7	.	.	-1.9%	-0.27	1527	1.1	-0.21	0.74	-0.8	0.0	1432	2.3	2.2	8.1	6%
Cc1ccc(NC(=O)CNC(c2ccccc2)c2ccccc2)c(F)c1	i	59	i	-6	4	713	3.8%	-0.55	1285	-0.015	-0.19	0.31	-0.49	0.0	598	1.9	2.2	9.2	-7%
N#Cc1ccc(N2CCOCC2)nc1	i	37	.	.	5	759	.	-0.33	1397	-0.17	-0.27	-0.11	0.67	-3.5	1177	.	.	.	-7%
COc1c(N2CCN(C(=S)NCc3ccccc3)C(C)C2)c(F)cc2c(=O)c(C(=O)O)cn(C3CC3)c12 (stereo unspecified)	i	57	i	-13	.	.	-1.1%	-1.2	1153	0.62	-0.3	0.44	0.067	2.6	1385	3.1	2.6	5.5	43µM*
O=C1CC2c3ccccc3C1C1C(=O)N(CCc3ccccc3)C(=O)C21 (stereo unspecified)	i	32	i	16	15	713	0.0%	0.03	1539	-0.54	-0.23	-0.2	1.4	0.5	1507	2.2	1.7	5.9	-11%
Cn1c(=O)[nH]c(=O)c2c1nc(CN1CCOCC1)n2Cc1ccc(F)cc1	i	45	i	7	22	617	-0.8%	-0.2	1968	0.027	-0.14	0.13	-0.25	-0.9	1055	4.6	1.9	7.1	7%
CCN(CC)S(=O)(=O)c1cccc(-n2c(O)c(C=Nc3ccccc3C(=O)O)c3ccccc3c2=O)c1	i	37	.	.	11	698	.	0.56	966	2.3	-0.18	1.1	-1.1	-1.1	1352	.	.	.	-2%
COc1ccc(N(C(=O)c2ccco2)C(C(=O)NC2CCCC2)c2ccc(N(C)C)cc2)cc1 (stereo unspecified)	i	30	i	12	21	842	0.9%	0.79	869	1.4	-0.19	0.77	-0.55	.	.	3.1	1.6	4.0	18%
CC(C)N1CCC(NC(=O)NC2CCCCC2)CC1	i	55	i	35	-3	733	-2.1%	0	1415	-0.29	-0.28	-0.24	0.41	2.5	932	3.0	2.2	3.1	-1%
Cn1c(=O)c2c(nc(SCC(=O)NCc3ccco3)n2C)n(C)c1=O	i	64	i	-8	-5	752	1.3%	-0.58	1198	-0.22	-0.12	-0.23	0.6	-1.2	1106	3.7	1.9	6.0	10%
CCCCNC(=O)N1CCN(c2ncccn2)CC1	i	50	i	33	16	658	0.8%	-0.25	1471	0.57	-0.33	0.14	0.22	-0.6	1535	2.2	3.4	8.0	-2%
CCN=C1SC(CC(=O)Nc2ccc(C)cc2)C(=O)N1CC (stereo unspecified)	i	40	i	-3	.	.	-1.0%	0.97	1187	-0.44	-0.21	-0.17	0.95	-5.1	1018	1.8	1.7	2.9	-8%

3 entries from above, sorted by length of the SMILES, smallest number first.
Compound	T cell HTS	T cell HTS vesicle-bound %	Autophagy mod	Autophagy mod cell loss 18 h	Lipid droplet	Lipid droplet cells 6.5 µM	ER stress rescue	Ins promoter up	Ins promoter up cell count	Dynein cargo inh	Dynein cargo inh cytoplasmic EGFP	Dynein cargo inh nuclear GR-EGFP	Dynein cargo inh cell count	bCat nuc transl	bCat nuc transl cell count 5 µM	MT stabilizer	MT stabilizer Hoechst-high %	MT stabilizer cytotoxicity %	Salmonella PhoP GFP
N#Cc1ccc(N2CCOCC2)nc1	i	37	.	.	5	759	.	-0.33	1397	-0.17	-0.27	-0.11	0.67	-3.5	1177	.	.	.	-7%
CCCCNC(=O)N1CCN(c2ncccn2)CC1	i	50	i	33	16	658	0.8%	-0.25	1471	0.57	-0.33	0.14	0.22	-0.6	1535	2.2	3.4	8.0	-2%
Cn1c(=O)c2c(nc(SCC(=O)NCc3ccco3)n2C)n(C)c1=O	i	64	i	-8	-5	752	1.3%	-0.58	1198	-0.22	-0.12	-0.23	0.6	-1.2	1106	3.7	1.9	6.0	10%

Next entries follow:
Compound	T cell HTS	T cell HTS vesicle-bound %	Autophagy mod	Autophagy mod cell loss 18 h	Lipid droplet	Lipid droplet cells 6.5 µM	ER stress rescue	Ins promoter up	Ins promoter up cell count	Dynein cargo inh	Dynein cargo inh cytoplasmic EGFP	Dynein cargo inh nuclear GR-EGFP	Dynein cargo inh cell count	bCat nuc transl	bCat nuc transl cell count 5 µM	MT stabilizer	MT stabilizer Hoechst-high %	MT stabilizer cytotoxicity %	Salmonella PhoP GFP
O=C(NCc1ccc2[nH]c3c(c2c1)CCCC3)c1ccc(S(=O)(=O)N2CCCC2)cc1	i	25	i	13	-116	748	-4.1%	0.11	1320	-0.041	-0.25	0.89	-0.012	-0.3	681	4.3	4.0	8.3	13%
O=C(NC(=S)Nc1ccc(O)cc1)c1ccccc1Cl	i	26	i	4	18	558	11%	-0.16	1358	1.6	-0.04	0.7	-0.91	0.0	1467	2.5	1.7	4.6	8%
Cc1cccc(NC(=S)NN2CCN(C)CC2)c1C	i	33	i	-11	13	766	-0.9%	0.19	979	-0.88	1.7	-0.069	0.43	.	.	1.0	1.7	7.7	1%
CC(CN1CCOCC1)C(=O)c1ccccc1 (stereo unspecified)	i	35	i	-11	-2	763	-1.4%	1.5	745	-0.75	-0.15	-0.55	0.52	.	.	1.2	1.3	19	32%
CSCCC(NC(=O)c1ccc([N+](=O)[O-])cc1Cl)C(=O)OCC(=O)NCCCc1ccccc1 (stereo unspecified)	i	40	i	-12	-1	594	9.2%	.	.	-0.25	-0.3	-0.45	0.33	-1.1	1076	3.4	2.2	2.5	6%
Nc1cc(N2CCCCC2)c(Cl)cc1[N+](=O)[O-]	i	48	i	7	-5	691	-1.6%	0.53	1821	0.036	-0.23	-0.53	0.43	0.5	875	2.8	4.1	5.3	37%
CCOC(=O)c1ccc(NC(=O)CSc2nnc(C3CC3)n2C)cc1	i	64	i	8	-6	704	-7.0%	.	.	0.033	1.2	0.38	1.5	-4.8	547	3.9	3.1	8.7	-2%
CCOC(=O)Cc1csc(SCC(=O)Nc2sc3c(c2C(N)=O)CCC3)n1	i	64	i	-7	.	.	5.2%	.	.	-1.7	-0.18	-0.42	0.43	.	.	2.7	2.0	6.4	-3%
Cc1cccc(-n2c(N)c(C(=O)N3CCN(C)CC3)sc2=S)c1	i	42	i	-1	.	.	-1.8%	0.51	1092	0.0022	-0.12	0.47	2.6	-8.5	1103	7.6	2.5	97	-2%

Random draw from the library (roughly 3% active in at least one column).
